# EPAC1 agonist = EPAC1 (human) agonism; EPAC1 agonist qHTS, biochemical assay; response scale: 100% = response to 6.5 mM cAMP; Potency, µM (doses to about 154 µM), for the others: at the top dose activation, most hits filed as activators; hit rate 0.073% among 360,000; note: potency is the fitted concentration of half-maximal effect; nearly all actives have a fitted effect of over 60% in size
#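 Nucleotide exchange by EPAC1 (100 nM) on Rap1B–BODIPY-GDP (250 nM) in the presence of 50 uM GDP is tracked fluorescently at 480/540 nm over 30 min. Signals are normalized to a 6.5 mM cAMP control.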
# Abeta yeast res = restores growth of yeast expressing A-beta42 peptide; yeast expressing A-beta42, growth rescue, OD600, 48 h; response scale: 0% DMSO, 100% iron-clioquinol control; Potency, µM (series often up to 46.1 µM), for inactives: top-dose growth rescue, hits mostly activators; hit rate 0.063% among 410,000; note: potency is the fitted concentration of half-maximal effect; nearly all actives have a fitted effect of over 55% in size
#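 Growth rescue measured by 600 nm absorbance after 48 h yeast culture at 30 C with compound. Values normalized between DMSO and an equimolar ferric chloride plus clioquinol control.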
# EPAC1 antagonist = EPAC1 (human) antagonism. Potency, µM (top dose mostly 115 µM), inactives show at the highest dose activity change, negative = inhibition, most hits filed as inhibitors. EPAC1 GEF assay, Rap1b-BODIPY-GDP exchange fluorescence. hit rate 0.14% among 360,000;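 note: potency is the fitted concentration of half-maximal effect; plate controls were vehicle for no effect and positive control for full effect; nearly all actives have a fitted effect of over 50% in size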
# WRN inhibitor = WRN helicase (human) inhibition; WRN helicase unwinding, fluorescent forked duplex, kinetic; hit rate 0.46% among 360,000; Q14191; AID 651768; Potency, µM (series often up to 114 µM), without a hit: top-dose activity change, negative = inhibition, actives largely listed as inhibitors; note: potency is the fitted concentration of half-maximal effect; % is set by controls: 0 for no effect and ±100 for the full control effect; nearly all actives have a fitted effect of over 55% in size
#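 Kinetic fluorescence helicase assay: unwinding of a quenched forked DNA duplex (100 nM final) with 2 mM ATP final raises red fluorescence (525/598 nm). Compounds sat 15 min at room temperature with 20 nM WRN beforehand.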
# IL2 activator = activators of IL-2 | IL-2 activation reporter assay, cell-based qHTS; stimulated with anti-CD3/CD4/CD28 beads; in transgenic mouse T cells | activation, % (series mostly up to about 46 µM) | hit rate 0.065% among 360,000 | AID 652025; in the data active = activation above about 50%; inconclusive = mostly about 30% to 49%; note: 0% is about no effect
#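 Screening format: compound pinned onto unstimulated transgenic mouse T cells, 60 min incubation, then anti-CD3/anti-CD4/anti-CD28 bead stimulation for 18 hours at 37 degrees C, followed by EGFP and DsRed detection.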
# PI5P4Ka inh = blocks human PI5P4K alpha kinase activity | P48426 | PI5P4Kalpha enzyme, ADP-Glo luminescence, 60 min; stronger effect = lower value | max response, % | hit rate 1.2% among 330,000 | AID 652105; active = max response of -50% or lower; inconclusive = between -30% and -50%; inactive = -30% or higher; note: value at the top dose of about 77 µM; % is set by controls: 0 for no effect and ±100 for the full control effect
# Target sequence (P48426 whole entry, looked up): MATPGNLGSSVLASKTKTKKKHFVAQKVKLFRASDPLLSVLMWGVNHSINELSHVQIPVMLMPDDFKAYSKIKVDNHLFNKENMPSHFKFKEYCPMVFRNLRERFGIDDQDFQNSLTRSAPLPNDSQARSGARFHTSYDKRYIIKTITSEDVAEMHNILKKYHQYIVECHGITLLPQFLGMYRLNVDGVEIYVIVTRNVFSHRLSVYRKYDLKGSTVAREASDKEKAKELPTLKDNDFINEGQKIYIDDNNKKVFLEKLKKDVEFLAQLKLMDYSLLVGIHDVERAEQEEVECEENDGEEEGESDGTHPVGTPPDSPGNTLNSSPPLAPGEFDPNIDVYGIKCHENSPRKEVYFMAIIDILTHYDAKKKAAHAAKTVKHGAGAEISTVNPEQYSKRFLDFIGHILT
#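 Human PI5P4Kalpha with substrate in 0.038 M HEPES pH 7.4, 0.28 mM EGTA, 0.1% CHAPS, 5% DMSO; reaction started with 5 microM ATP (final), 60 min at room temperature. ADP formed read by ADP-Glo luminescence.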
# aSyn rescue = alpha-synuclein toxicity inhibition in yeast | Yeast expressing alpha-synuclein, growth rescue, BacTiter-Glo, 24 h | Potency, µM (highest dose often 46.1 µM), for the others: at the highest dose growth rescue (activation), actives largely listed as activators | hit rate 0.14% among 370,000; note: potency is the fitted concentration of half-maximal effect; % of control where 0% means no effect; nearly all actives have a fitted effect of over 65% in size
#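 Rescue of yeast growth: cells expressing toxic alpha-synuclein, induced in galactose at OD600 0.02, incubated with compound 24 h at 30 C. ATP luminescence quantified growth; inhibitors of toxicity appear as activators.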
# PLK1 PBD inh = blocks phosphopeptide binding to human PLK1 polo-box domain | AID 720504 | hit rate 2.8% among 360,000 | Potency, µM, without a hit: max response, negative = inhibition, hits mostly inhibitors | Plk1 PBD binding of FITC phosphopeptide, fluorescence polarization | P53350; note: potency is the fitted concentration of half-maximal effect; series mostly up to about 57 µM; % is set by controls: 0 for no effect and ±100 for the full control effect; nearly all actives have a fitted effect of over 65% in size
# Target sequence (P53350 whole entry, looked up, the tested form may be a part): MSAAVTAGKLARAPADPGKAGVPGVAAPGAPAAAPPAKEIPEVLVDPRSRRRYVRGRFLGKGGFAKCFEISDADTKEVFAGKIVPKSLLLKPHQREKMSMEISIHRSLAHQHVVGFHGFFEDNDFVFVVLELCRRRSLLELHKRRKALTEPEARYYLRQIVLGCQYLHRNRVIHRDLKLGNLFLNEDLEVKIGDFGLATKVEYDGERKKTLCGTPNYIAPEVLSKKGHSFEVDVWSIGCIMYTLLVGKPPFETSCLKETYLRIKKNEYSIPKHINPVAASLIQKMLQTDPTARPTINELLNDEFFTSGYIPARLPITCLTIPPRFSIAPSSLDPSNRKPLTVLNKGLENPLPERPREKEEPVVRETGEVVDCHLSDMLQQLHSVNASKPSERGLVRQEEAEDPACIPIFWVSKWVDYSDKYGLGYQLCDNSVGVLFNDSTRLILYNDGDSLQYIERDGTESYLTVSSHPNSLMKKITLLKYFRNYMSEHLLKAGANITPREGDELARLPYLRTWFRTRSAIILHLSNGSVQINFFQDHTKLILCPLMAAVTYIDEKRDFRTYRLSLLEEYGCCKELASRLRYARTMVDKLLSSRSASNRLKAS
# FUS yeast rescue = FUS proteinopathy suppression in yeast | S. cerevisiae FUS-expressing, growth rescue, OD600, 24 h | Potency, µM (highest dose often 76.6 µM), for inactives: at the top dose growth rescue (activation), most hits filed as activators | hit rate 0.24% among 390,000 | AID 1347120;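 note: potency is the fitted concentration of half-maximal effect; plate controls were DMSO vehicle for no effect and reference control for full effect; nearly all actives have a fitted effect of over 55% in size; some results filed as inactive show a strong effect at the top dose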
#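 Cultures pregrown in 2.5% raffinose medium are shifted to minimal medium containing 2% galactose to express toxic FUS. Compounds are tested at several concentrations. After 24hr at 30C, growth is quantified at 600 nm absorbance.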
# The depositor's hits bear a star; ? = inconclusive; . = no result given; & = joins results of further samples; [ ] = another dose, or the depositor's remark. Unless noted, calls come from the whole dose curve; as a rule, active = well fitted curve in the direction sought with a large enough effect; inconclusive = small, poorly fitted or top-dose-only effect, or another doubt; inactive = no such curve, though single readings can be large; an effect the other way counts as inactive or inconclusive.
SMILES,EPAC1 agonist,Abeta yeast res,EPAC1 antagonist,WRN inhibitor,IL2 activator,PI5P4Ka inh,aSyn rescue,PLK1 PBD inh,FUS yeast rescue
COc1ccc(C(=O)c2sc(Nc3cccc(OC)c3)c(C(=O)Nc3cccc(C)c3C)c2N)cc1,5%,0%,-28%,-13%,2.6,-1,16%,-6%,66%
CCCCOc1ccc(C(O)(CCC)CCN2CCOCC2)cc1 (configuration not stated),-9%,22%,-2%,?,0.2,19,8%,-2%,.
COCCN(C(=O)COC(=O)c1cc2c(s1)CCC2)c1c(N)n(Cc2ccccc2)c(=O)[nH]c1=O,18%,-2%,-25%,8.9µM*,1.2,-87*,?,9.5µM*,.
O=C(COC(=O)COc1ccccc1Cl)Nc1ccccc1OC(F)F,-5%,18%,-13%,-3%,-0.3,9,0%,-10%,-14%
CNc1nnc(CSc2nc3ccccc3s2)s1,-4%,-5%,13%,4%,-0.7,-8,-10%,?,-12%
Cc1cccc(NC(=O)C2CCCN(S(=O)(=O)c3cccc4nsnc34)C2)c1 (configuration not stated),-1%,6%,-3%,-5%,0.8,.,5%,6%,5%
COc1ccc(OC)c(C(O)c2ncc(-c3ccc(C(F)(F)F)cc3)[nH]2)c1 (configuration not stated),-9%,11%,-2%,-12%,0.0,1,-2%,-8%,-3%
CCOC(=O)C1=C(c2ccc(OC)cc2)OC(N)=C(C#N)C1c1cccnc1 (configuration not stated),-10%,7%,-1%,0%,-2.3,-6,-3%,-21%,27%
COC(=O)C1=C(C)N(CCCC(=O)O)C(=O)NC1c1ccc(Cl)cc1 (configuration not stated),-15%,-20%,14%,-6%,-3.7,-77*,-12%,-1%,3%
O=C(c1cc2ncccn2n1)N1CCc2c([nH]c3ccccc23)C1c1ccccc1F (configuration not stated),3%,10%,?,-2%,-1.9,-5,15%,-16%,24%
O=c1c2ccccc2nc(-c2ccccc2)n1CCCN1CCOCC1,5%,-3%,-9%,-14%,0.7,1,-2%,-6%,32%
COC(=O)c1c(NC(=O)C2CC2)sc2c1CCN(C(C)=O)C2,0%,-7%,3%,0%,0.2,8,-2%,-7%,0%
CCc1ccc(OCC(=O)OC(C)C(=O)NC2CC2)cc1 (configuration not stated),0%,12%,6%,9%,-1.1,6,0%,-14%,-17%
CC1(C)Cc2ccccc2C2CC(O)C(=O)N21 (configuration not stated),10%,-6%,-1%,46%[activator],-0.2,.,-4%,-17%,5%
N#Cc1ccc(-n2c(-c3ccccc3)nnc2-c2ccccc2)cc1C#N,16%,-21%,-6%,-10%,-1.8,.,-7%,-8%,33%
Cc1nc2ccccc2c(N)c1C(=O)/C=C/c1ccccc1,-1%,2%,-17%,-18%,-4.5,0,1%,-3%,24%
O=C(COc1ccc(Cl)cc1)Nc1cccc(S(=O)(=O)NCc2ccco2)c1,0%,-1%,20%,-5%,0.9,5,0%[1.84 µM],2%,25%
COc1ccc(C(=O)/C=C/Nc2c(C)n(C)n(-c3ccccc3)c2=O)cc1OC,5%,0%,3%,-9%,-0.3,-5,?,2%,?
O=C(/C=C/c1ccco1)OCC(=O)N1CCCCC1,0%,0%,-1%,3%,-4.2,11,0%,-18%,.
COc1ccc(Cl)cc1C(=O)NNC(=O)COC(=O)c1cccs1,4%,3%,1%,-23%,-2.9,4,-3%,-13%,.

# Arranged by molar mass (high to low): nine of the compounds above.
SMILES,EPAC1 agonist,Abeta yeast res,EPAC1 antagonist,WRN inhibitor,IL2 activator,PI5P4Ka inh,aSyn rescue,PLK1 PBD inh,FUS yeast rescue
Cc1cccc(NC(=O)C2CCCN(S(=O)(=O)c3cccc4nsnc34)C2)c1 (configuration not stated),-1%,6%,-3%,-5%,0.8,.,5%,6%,5%
O=C(c1cc2ncccn2n1)N1CCc2c([nH]c3ccccc23)C1c1ccccc1F (configuration not stated),3%,10%,?,-2%,-1.9,-5,15%,-16%,24%
COc1ccc(OC)c(C(O)c2ncc(-c3ccc(C(F)(F)F)cc3)[nH]2)c1 (configuration not stated),-9%,11%,-2%,-12%,0.0,1,-2%,-8%,-3%
COC(=O)C1=C(C)N(CCCC(=O)O)C(=O)NC1c1ccc(Cl)cc1 (configuration not stated),-15%,-20%,14%,-6%,-3.7,-77*,-12%,-1%,3%
O=c1c2ccccc2nc(-c2ccccc2)n1CCCN1CCOCC1,5%,-3%,-9%,-14%,0.7,1,-2%,-6%,32%
COC(=O)c1c(NC(=O)C2CC2)sc2c1CCN(C(C)=O)C2,0%,-7%,3%,0%,0.2,8,-2%,-7%,0%
CCc1ccc(OCC(=O)OC(C)C(=O)NC2CC2)cc1 (configuration not stated),0%,12%,6%,9%,-1.1,6,0%,-14%,-17%
O=C(/C=C/c1ccco1)OCC(=O)N1CCCCC1,0%,0%,-1%,3%,-4.2,11,0%,-18%,.
CC1(C)Cc2ccccc2C2CC(O)C(=O)N21 (configuration not stated),10%,-6%,-1%,46%[activator],-0.2,.,-4%,-17%,5%

# The listing continues.
SMILES,EPAC1 agonist,Abeta yeast res,EPAC1 antagonist,WRN inhibitor,IL2 activator,PI5P4Ka inh,aSyn rescue,PLK1 PBD inh,FUS yeast rescue
CCOC(=O)c1cn(Cc2cccc(Cl)c2)c2cc(C)nn2c1=O,0%,0%,-4%,1%,-3.7,-11,0%,-11%,11%
COc1cccc(C(=O)NCCS(=O)(=O)NCC2CCCO2)c1 (configuration not stated),5%,-12%,-5%,-10%,2.1,2,-2%,-13%,15%
CCN(c1ccc(OC)cc1)S(=O)(=O)c1nnc(NC(=O)c2ccc(C)cc2)s1,2%,4%,-16%,-4%,-0.9,-7,-3%,-2%,-7%
O=Cc1c(-c2ccc(Cl)cc2)oc2ccc(O)cc12,3%,-16%,-15%,?,-0.8,-67*,5%,-14%,33%
CC(C)CN(C(=O)CN1CCN(c2ccc(F)cc2)CC1)c1c(N)n(CC(C)C)c(=O)[nH]c1=O,-11%,-10%,-24%,6%,-0.3,6,-5%,-5%,.
Cc1cccc(C)c1NC(=O)CNC(=O)c1ccc(S(=O)(=O)NCc2ccco2)cc1,-12%,13%,-2%,1%,0.1,-1,1%,-10%,-12%
O=C(NCCCn1ccnc1)c1noc2c1CCc1ccccc1-2,1%,4%,6%,10%,-2.5,.,5%,-3%,10%
CCc1ccc(N2CC(C(=O)OCC(=O)Nc3ccc(C(C)=O)cc3)CC2=O)cc1 (configuration not stated),1%,12%,-6%,-1%,0.1,1,1%,2%,5%
CN1C(C)(C)CC(=NO)CC1(C)C,14%,8%,-13%,-5%,-0.5,-2,1%,-5%,-19%
N=C1/C(=C/c2coc3ccccc3c2=O)C(=O)N=C2SC(c3ccco3)=NN12,89µM*,-92%[inhibitor],161%[activator],40µM*,1.3,-78*,18%,?,15%
CCCCN(CC)CCCNC(=O)c1cc2cc3ccc(OC)cc3nc2o1,4%,6%,8%,20%,-0.9,1,-2%,-5%,21%
CCc1nnc(NC(=O)C(NC(=O)c2ccccc2Cl)C(C)C)s1 (configuration not stated),11%,-1%,1%,-2%,2.6,-5,7%,-10%,10%
CC1=C(C(=O)OC(C)C)C(c2cncc(-c3ccc(F)cc3)c2)C(C#N)=C(N)O1 (configuration not stated),-3%,0%,-12%,2%,-0.6,-5,1%,-8%,.
N=c1c2c(-c3ccccc3)c(-c3ccccc3)n(Cc3ccco3)c2ncn1Cc1ccco1,-9%,16%,-1%,-5%,0.5,-10,?,3%,33%
CC(=O)Nc1ccc(S(=O)(=O)Nc2cc(-c3ccccc3)nn2C)cc1,-4%,1%,6%,-4%,5.7,0,9%,4%,-11%
c1ccc(Cc2cc(-c3ccccc3)on2)cc1,9%,-22%,12%,-8%,2.0,.,-21%,-8%,-10%
CC1CCN(c2nc(/C=C/c3ccccc3)nc3ccccc23)CC1,-10%,-20%,-16%,-7%,-5.2,17,-16%,-11%,36%
CC1CCN(S(=O)(=O)c2ccc3c(c2)c(=O)c(C(=O)NC2CCCC2)cn3C)CC1,-6%,-1%,1%,6%,0.6,-1,4%,2%,4%
COC(=O)C1=C(C)NC(C)=C(C(=O)OC)C1C(=O)OCCN1C(=O)c2ccccc2C1=O,1%&12%,-5%&-1%,-9%&-2%,22%&11%,0.5&0.4,0&-4,-2%&0%,-6%&-6%,-7%&-16%
CN(C)/C=C1\SC(=S)N(c2ccc(Br)cc2)C1=O,-5%,-17%,-8%,?,-3.2,0,-1%,-28%,9%
CCC(c1nnnn1-c1ccc2c(c1)OCCO2)N1CCN(C(=O)c2ccco2)CC1 (configuration not stated),-18%,11%,12%,4%,-0.3,-1,2%,3%,0%
Clc1cc2nc3ccccn3c2cc1Cl,5%,-66%[inhibitor],-14%,-4%,0.0,1,-31%[inhibitor],-21%,?
COc1ccccc1-c1ccc2c(c1)C(C)(Cc1ccc(OC(F)(F)F)cc1)C(=O)N2 (configuration not stated),-9%,8%,-27%,-11%,-0.8,23,4%,-9%,33%
C[C@H](NC(=O)c1nc[nH]c1C(=O)N1CCc2ccccc2C1)C(=O)OCc1ccccc1,5%,3%,2%,4%,-0.6,-1,0%,-1%,?
C/C(=C\c1ccccc1)C(=O)n1nnc2ccccc21,-6%,-47%[inhibitor],10%,2%,-2.6,.,9%,?,6%
COc1cc(SC)ccc1C(=O)Nc1cccc(C)n1,1%,4%,-3%,6%,0.8,3,-6%,-10%,11%
O=C(CS(=O)(=O)c1ccc(Cl)cc1)Nc1nnc(-c2cccs2)o1,-2%,2%,1%,-6%,-0.4,-1,4%,-6%,24%

# Bioassay records: PubChem, National Center for Advancing Translational Sciences (NCATS)
